# TNAP act hi DEA = TNAP activators at high phosphate acceptor level, primary screen, biochemical, luminescence, uHTS; purified TNAP, CDP-star luminescence, 1 M DEA, 30 min; active compounds read high; 0 = EDTA background, 1 = DMSO-only activity; Alkaline phosphatase, tissue-nonspecific isozyme (Homo sapiens), P05186; activation factor at 20 µM; 200,000 tested, under 10 active; AID 1136, 2008;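 active = activation factor at least 2 at 20 µM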
# Target sequence (P05186 whole entry, looked up): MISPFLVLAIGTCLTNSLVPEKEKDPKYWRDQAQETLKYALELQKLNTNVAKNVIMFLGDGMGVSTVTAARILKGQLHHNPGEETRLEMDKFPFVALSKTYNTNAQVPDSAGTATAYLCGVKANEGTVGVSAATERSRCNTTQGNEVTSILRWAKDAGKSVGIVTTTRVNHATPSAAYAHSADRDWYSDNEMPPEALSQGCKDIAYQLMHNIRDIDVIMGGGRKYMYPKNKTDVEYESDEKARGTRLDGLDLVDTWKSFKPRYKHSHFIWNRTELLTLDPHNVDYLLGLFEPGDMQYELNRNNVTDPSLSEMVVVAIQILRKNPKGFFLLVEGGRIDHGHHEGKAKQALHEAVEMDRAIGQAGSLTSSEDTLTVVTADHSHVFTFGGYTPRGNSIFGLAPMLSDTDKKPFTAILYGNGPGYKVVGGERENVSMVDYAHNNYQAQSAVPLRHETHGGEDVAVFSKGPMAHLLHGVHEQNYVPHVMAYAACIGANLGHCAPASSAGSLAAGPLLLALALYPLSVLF
#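 Test system – human TNAP · Doses – 20 µM single point · Incubation – 30 min, room temperature · Signal – luminescent substrate turnover signal · Read-out basis – activation factor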
# TNAP inh hi DEA = human TNAP enzyme inhibitors, primary screen, biochemical, luminescent, high phosphate acceptor level, uHTS; actives 0.03% (n = 200,000); inhibition, % at 20 µM; Alkaline phosphatase, tissue-nonspecific isozyme (Homo sapiens), P05186; AID 1135, 2008; purified TNAP, CDP-star luminescence, 1 M DEA;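 active = over 50% inhibition of tissue-nonspecific alkaline phosphatase at 20 µM in the single-dose screen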;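 also: plate controls were DMSO wells for no effect and EDTA-quenched wells as full inhibition for full effect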
# bIAP inhibitor = bovine intestinal alkaline phosphatase inhibitors, primary screen, selectivity assay for TNAP inhibitor project, biochemical, bovine IAP, CDP-star luminescence. inhibition, % at 20 µM. alkaline phosphatase, intestinal [Bos taurus]. 190,000 tested, under 10 active. purified bovine IAP, 30 min. AID 1019, 2008;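 active = over 50% inhibition of intestinal alkaline phosphatase at 20 µM in the single-dose screen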
#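 Assay system: bovine IAP enzyme; medium: DEA buffer 100 mM, pH 9.8, with MgCl2 1.0 mM, ZnCl2 0.02 mM; doses: 20 µM single dose; incubation: enzyme reaction for 30 min at room temperature; detection: CDP-star luminescence signal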
# L major viab = Leishmania major promastigote growth inhibition, primary screen; Leishmania major promastigotes, resazurin fluorescence viability; inhibition, % at 10 µM; actives 9% (n = 200,000); in the data active = inhibition above about 50%;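 also: promastigotes grown with compound for 44 hours at 28 °C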
# FLuc inh counter = firefly luciferase enzyme inhibitors, primary screen, artefact control for luciferase-based inhibitor screens, biochemical, luminescence, ATPLite; Luciferin 4-monooxygenase (Photinus pyralis), P08659; 10 min; inhibition, % at 10 µM; actives 1.5% (n = 200,000);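 active = inhibition above about 50% when tested at 10 µM, limit read from the data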
# Target sequence (P08659 whole entry, looked up): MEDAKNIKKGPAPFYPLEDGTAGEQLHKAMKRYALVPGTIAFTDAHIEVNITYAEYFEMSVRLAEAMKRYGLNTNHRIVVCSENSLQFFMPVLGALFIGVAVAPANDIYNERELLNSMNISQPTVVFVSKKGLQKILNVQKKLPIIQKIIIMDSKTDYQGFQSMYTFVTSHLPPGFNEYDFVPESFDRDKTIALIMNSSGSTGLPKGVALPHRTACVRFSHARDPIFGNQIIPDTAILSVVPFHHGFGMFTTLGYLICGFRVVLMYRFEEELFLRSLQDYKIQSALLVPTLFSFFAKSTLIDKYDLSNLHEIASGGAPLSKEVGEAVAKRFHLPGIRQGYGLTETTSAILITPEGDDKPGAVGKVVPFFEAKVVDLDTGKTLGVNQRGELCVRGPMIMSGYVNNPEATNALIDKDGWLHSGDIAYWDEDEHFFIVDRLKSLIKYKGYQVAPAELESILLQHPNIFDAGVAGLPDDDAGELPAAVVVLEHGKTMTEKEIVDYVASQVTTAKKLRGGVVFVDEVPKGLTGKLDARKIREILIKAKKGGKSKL
# FLuc stim CS = FLuc activators, initial screening, artefact control for FLuc-dependent activation tests, biochemical, ATPlite luminescence. AID 1027, 2008. ATPlite luciferase biochemical, 10 min; 0 = ATP-free wells, 1 = DMSO control. activation factor at 10 µM. 200,000 tested, under 10 active. Luciferin 4-monooxygenase (Photinus pyralis), P08659;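 active = luciferase activation factor, scaled between plate controls, of at least 2 with compound at 10 µM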
#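 System: luciferase plus luciferin reagent, cell-free; medium: PBS as buffer for the ATP substrate; dosing: test compounds dosed from 2 mM stocks in 100% DMSO; timing: 10 min post-reagent at room temperature; measured by: luminescence measurement of luciferase light output; evaluation: luciferase activation, seen as luminescence increase over controls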
# bIAP activator = bovine intestinal alkaline phosphatase activators, primary screen, biochemical, bovine IAP, CDP-star luminescence | alkaline phosphatase, intestinal [Bos taurus] | purified bovine IAP, 30 min; active compounds read high; fold of DMSO-control signal, blank-subtracted | activation factor at 20 µM | actives 0.17% (n = 200,000) | AID 1016, 2008;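 active = activation factor of 2 or more at 20 µM, a signal rise over negative controls twice the positive control's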
# APP transl inh = inhibitors of APP translation via 5'UTR reporter, primary screen, APP 5'UTR luciferase, SH-SY5Y cells; SH-SY5Y APP 5'UTR-luciferase reporter, luminescence; inhibition, % at 2 µM; actives 0.82% (n = 190,000);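 active = inhibition above a set limit, derived from the sample mean plus 3 SD, cut at about 45% in these data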; also: values of inactives mirror those of a sister screen read the other way
# RAM inhibit = inhibitors of the yeast RAM network, primary screen, dse1pr::URA3 reporter, 5-FOA selection; S. cerevisiae dse1pr::URA3 reporter, 5-FOA growth OD615, 2 d; analog-sensitive cbk1-as2 kinase mutant strain; inhibition, % at 50 µM; AID 868, 2007; actives 1.8% (n = 190,000);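 active = inhibition above a set limit, 3 SD over mean compound inhibition, cut at about 8.4% in these data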;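 also: 0% = DMSO-only wells with no growth and 100% = 10 µM 1-NA-PP1 full growth; inhibition rescues growth on 5-FOA so higher OD means more RAM inhibition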
# TNAP inh noacc = human TNAP enzyme inhibitors, primary screen, biochemical, luminescent, no phosphate acceptor, uHTS; Alkaline phosphatase, tissue-nonspecific isozyme (Homo sapiens), P05186; purified TNAP, CDP-star luminescence, 30 min; inhibition, % at 20 µM; actives 0.26% (n = 200,000); AID 1012, 2008;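 active = tissue-nonspecific alkaline phosphatase inhibition above about 50% at 20 µM in the single-dose screen, limit read from the data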;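 also: 0% = DMSO negative control and 100% = EDTA positive control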
# The depositor's hits bear a star; . = no result given.
SMILES,TNAP act hi DEA,TNAP inh hi DEA,bIAP inhibitor,L major viab,FLuc inh counter,FLuc stim CS,bIAP activator,APP transl inh,RAM inhibit,TNAP inh noacc
O=c1oc2ccccc2c(Nc2ccc3ncccc3c2)c1[N+](=O)[O-],1,0.5,7.2,-4.2,-3.0,1,0.9,-6.5,5.8,-13.7
O=C(CN1C(=O)NC2(CCCCCC2)C1=O)NC1CC1,1,0.8,18.6,-1.4,-8.9,1.1,0.8,1.1,-0.9,-11.1
CC(C)Cc1nnc(NC(=O)CCC(=O)N2CCOCC2)s1,1.1,-5.5,9.5,-7.2,-6.9,1.1,0.9,-4.9,0.0,-11.0
CCN(CC)S(=O)(=O)c1cccc(-c2nnc(SC(C)C(N)=O)n2CCc2ccccc2)c1 (stereo not given),1.1,-5.7,-0.3,7.8,-6.1,1.1,1,-3.0,-0.5,-14.6
O=C(OCN1C(=O)c2ccccc2C1=O)/C(=C\c1ccco1)NC(=O)c1ccccc1,1,-4.9,9.5,2.5,-8.1,1.1,0.9,6.9,1.2,-12.6
CC(C)NC(=O)Cn1cnc2c1c(=O)n(C)c(=O)n2C,1,-4.7,5.2,-2.1,-3.0,1,0.9,4.5,-1.8,-12.8
O=C(CCl)NCc1cc(-c2ccc(Cl)cc2)no1,1,-1.4,-3.3,71.3*,-3.5,1,1,-2.6,0.9,-3.5
O=C(N/N=C/c1ccc(O)cc1)c1cc(-c2ccc3c(c2)OCO3)n[nH]1,1,0.8,11.4,8.3,18.7,0.8,0.9,-12.1,4.8,91.0*
COc1ccccc1C(=O)C1CCCN(C(=O)C2CCCC2)C1 (stereo not given),1,-2.3,0.2,-6.3,0.4,1,1,20.6,-0.5,-7.8
COc1ccccc1-c1nnc2n1N=C(C)CS2,1.1,-6.9,13.1,-4.1,-5.6,1.1,0.9,15.3,-0.1,-10.3
COc1cc(OC)c(OC)cc1/C=N/NC(=S)NCC1CCCO1 (stereo not given),1.1,-6.1,8.4,-2.4,-8.7,1.1,0.9,-6.3,-0.7,-9.0
Cc1ccc(-c2noc(CN(C)C(=O)Nc3ccc(F)cc3)n2)cc1,1,2.8,-6.8,-2.4,1.3,1,1.1,-12.3,3.2,-4.2
CCN(CC(=O)NC(C)C)C(=O)C(CCSC)NC(=O)c1ccccc1OC (stereo not given),1,1.9,1.5,0.1,-3.6,1,1,-11.1,0.1,-1.1
COCCn1c(/C=C/c2ccccc2)nc2ccccc21,1,-3.9,4.3,16.0,85.7*,0.1,1,-108.6,0.6,-68.6
CCc1nnc(NS(=O)(=O)c2ccc(N/C=C\C(=O)c3ccc4ccccc4c3)cc2)s1,1,-0.9,10.8,53.9*,-2.0,1,0.9,9.2,3.0,-12.2
COc1cccc(OC)c1C(=O)OCC(=O)NCC(C)C,1.1,-5.0,-5.4,3.3,-7.9,1.1,1.1,-27.4,1.7,-8.0
O=C(Cn1ccc2ccccc2c1=O)NCCC(=O)N1CCN(c2cccc(Cl)c2)CC1,1,2.5,-9.8,-6.0,3.3,1,1.1,-1.5,9.7*,-8.7
C=CCn1c(CSc2nc3ccccc3s2)nnc1SCC(=O)NCc1ccccc1,1,-3.4,-9.6,-6.8,-2.9,1,1.1,19.1,1.5,8.3
COc1ccccc1NS(=O)(=O)c1cccc2cccnc12,1,0.4,14.9,-1.2,-4.5,1,0.9,14.8,0.2,-6.7
CC1=C(C(=O)OC(C)C)C(/C=C/c2ccccc2)NC(=O)N1 (stereo not given),1.1,-6.3,2.2,.,-4.2,1,1,.,.,-8.5
O=S(=O)(c1cccs1)N1CCN(Cc2ccccc2)CC1,1.1,-5.3,11.3,5.3,-3.5,1,0.9,6.1,1.8,-6.1
CCOC(=O)NC(NCc1cccc(C(F)(F)F)c1)(C(F)(F)F)C(F)(F)F,0.9,8.5,7.8,-6.8,0.7,1,0.9,-20.0,2.4,-40.9
CN(CCOc1ccccc1)CC(=O)Nc1cc([N+](=O)[O-])ccc1Cl,1,-0.3,31.5,-10.0,-7.3,1.1,0.7,1.5,1.1,-0.2
c1cc2c(cc1C1CCCCC1)c1c3n2CCN=C3CCC1,1,-4.6,7.1,100.5*,-9.0,1.1,0.9,-7.5,0.2,-17.8

# Shown with two lines to a compound: entries from further up
# The line under a structure holds: TNAP act hi DEA	TNAP inh hi DEA	bIAP inhibitor	L major viab	FLuc inh counter	FLuc stim CS	bIAP activator	APP transl inh	RAM inhibit	TNAP inh noacc
> CCc1nnc(NS(=O)(=O)c2ccc(N/C=C\C(=O)c3ccc4ccccc4c3)cc2)s1
 : 1	-0.9	10.8	53.9*	-2.0	1	0.9	9.2	3.0	-12.2
> COc1cccc(OC)c1C(=O)OCC(=O)NCC(C)C
 : 1.1	-5.0	-5.4	3.3	-7.9	1.1	1.1	-27.4	1.7	-8.0
> O=C(Cn1ccc2ccccc2c1=O)NCCC(=O)N1CCN(c2cccc(Cl)c2)CC1
 : 1	2.5	-9.8	-6.0	3.3	1	1.1	-1.5	9.7*	-8.7
> C=CCn1c(CSc2nc3ccccc3s2)nnc1SCC(=O)NCc1ccccc1
 : 1	-3.4	-9.6	-6.8	-2.9	1	1.1	19.1	1.5	8.3
> COc1ccccc1NS(=O)(=O)c1cccc2cccnc12
 : 1	0.4	14.9	-1.2	-4.5	1	0.9	14.8	0.2	-6.7

# (further entries)
SMILES,TNAP act hi DEA,TNAP inh hi DEA,bIAP inhibitor,L major viab,FLuc inh counter,FLuc stim CS,bIAP activator,APP transl inh,RAM inhibit,TNAP inh noacc
Cc1nn(C)cc1CNC(=O)C1C2CCC(C2)C1C(=O)O (stereo not given),1,-3.1,-4.7,-5.7,-5.2,1.1,1,-4.2,0.7,-3.8
COC(=O)C1CC(=O)N(c2ccc(C)cc2)C1 (stereo not given),1,-4.4,4.1,-10.2,-5.3,1.1,1,-6.5,-0.1,-7.4
O=C(Cn1cnc2c(nnn2Cc2ccc(Cl)cc2)c1=O)NCC1CCCO1 (stereo not given),1,-3.5,-1.2,-5.5,-6.4,1.1,1,-4.0,0.6,-7.5
CCCCCCn1c(SCC(=O)Nc2cc(C)on2)nc2ccccc2c1=O,1,-2.4,30.6,13.6,-6.0,1.1,0.7,-8.5,3.3,-10.5
O=C1CC(SCc2nc3ccccc3[nH]2)C(=O)N1c1ccc(Cl)cc1 (stereo not given),1,-4.3,1.5,-6.8,-6.5,1.1,1,-7.8,0.8,-1.3
CC1=NN(/C(=N\c2nnc(C)s2)Nc2ccc(C(C)(C)C)cc2)[C@H](c2ccc(C)cc2)S1,1,-3.7,0.4,64.4*,-6.4,1.1,1,-2.4,0.9,-7.8
S=c1[nH]nc(CSc2nc3ccccc3s2)n1C1CCCCC1,1,-4.2,-22.0,7.0,-1.5,1,1.2,-14.4,5.7,5.9
Cc1cccc(C(=O)OC(C)CN2CCN(C)CC2)c1 (stereo not given),1.1,-6.6,-2.7,3.9,-0.2,1,1,-18.1,3.5,-14.8
O=C(COC(=O)c1ccc(S(=O)(=O)N2CCc3ccccc3C2)cc1)NC(=O)NCc1ccco1,1,1.2,19.9,-6.6,-2.8,1,0.8,-7.8,5.6,0.0
CCOC(=O)C1(Cc2ccccc2C)CCCN(C(=O)CCn2nccc2C)C1 (stereo not given),1,0.9,-14.1,4.6,-3.5,1,1.1,2.3,0.4,-2.7
CN1CCC(N(C)C(=S)NC(=O)C23CC4CC(CC(C4)C2)C3)CC1,1,0.7,7.2,-1.8,-3.3,1,0.9,-14.6,-0.9,-6.5
CCCC1C2C(=O)N(c3ccc(OC)cc3)C(=O)C2ON1c1ccccc1 (stereo not given),1.1,-5.7,17.2,-6.6,-9.0,1.1,0.8,-11.8,1.0,-8.3
O=C(c1ccccc1)N1CCN(C(=S)NCc2ccc3c(c2)OCO3)CC1,1,-4.5,16.8,-7.8,-5.4,1.1,0.8,-3.0,1.9,-9.4
COc1ccc(NC(=O)C2CCN(C(=O)Cc3ccccc3)CC2)cc1OC,1,0.1,-8.7,-4.4,-0.9,1,1.1,16.3,1.4,-8.1
Cc1ccc(-c2csc(/C(C#N)=C(\O)CN3CCN(C(=O)c4ccco4)CC3)n2)cc1,1,-0.8,9.5,-7.8,-5.6,1.1,0.9,2.8,1.4,-8.3
COc1ccc(NC(=O)C(=O)NNC(=O)c2cccs2)cc1,1,-1.5,-3.0,-4.1,-4.0,1,1,64.2*,0.2,-49.9
C(=N\Nc1nc(N2CCCCCC2)nc(N2CCCCCC2)n1)/c1ccccc1,1,-3.9,13.2,61.0*,-2.9,1,0.9,-18.3,-0.8,-4.1
O=C1Nc2ccc(S(=O)(=O)NCCC3=CCCCC3)c3cccc1c23,1,-1.8,19.7,-3.5,-5.8,1.1,0.8,-12.1,4.4,-11.1
CCn1c(SCC(=O)Nc2ccc(S(N)(=O)=O)cc2)nnc1-c1cccc(OC)c1,1.1,-7.3,9.4,-2.9,-3.4,1,0.9,-1.1,0.2,-12.1
CCOCCOC(=O)COc1ccc(N2C(=O)c3ccccc3C2=O)cc1,1,-1.6,8.6,-8.0,23.8,0.8,0.9,4.6,2.7,-5.6
COc1ccc(NC(=O)C(=O)NCCCO)cc1Cl,1,0.9,-28.6,-3.7,1.2,1,1.3,-22.2,-0.5,-2.4
O=C1C2=C(NC(=S)NC2c2ccc(Cl)cc2)NC(c2ccc(Cl)cc2)N1c1ccc(Cl)cc1 (stereo not given),1,1.5,12.2,100.4*,-2.1,1,0.9,-6.4,0.3,-0.7
COc1ccccc1N(C)S(=O)(=O)c1ccc(C(=O)OCC(=O)N(C(C)C)C(C)C)cc1,1,-2.6,-2.4,100.0*,-6.3,1.1,1,-5.3,0.9,-8.6
COC(=O)C1CCN(C(=O)Cc2c(OC)ccc3cc(Br)ccc23)CC1,1,-4.2,-31.9,-8.3,1.1,1,1.3,-5.7,2.3,-9.8
Cc1ccc(NC(=O)CSc2nnc(-c3ccccc3Br)o2)cc1C,1.1,-6.6,16.4,-0.8,-5.5,1.1,0.8,-42.6,8.0,-23.6
CC(NC(=O)OC(C)(C)C)C(=O)Oc1ccc2ccc(=O)oc2c1 (stereo not given),1,-3.7,2.9,-4.7,-6.5,1.1,1,0.4,-0.4,-2.7
O=C(NCc1ccccc1)N1CCN(c2ccc(Cl)c(Cl)c2)CC1,1.1,-5.9,3.5,-0.8,-5.7,1.1,1,6.0,4.0,-8.8
